# Compound activity from PubChem.
# All columns: NCI-60 one-dose screen, growth in % after 48 h at 10 µM unless noted; 100 = growth as untreated, 0 = no growth, -100 = all killed.
# MDA-MB-435 – MDA-MB-435 melanoma. 82,000 compounds, 7.8% hits
# MCF7 – MCF7 breast cancer; 82,000 compounds, 6.3% hits
# K-562 – K-562 leukemia. AID 1794777. 78,000 compounds, 7.4% hits
# SR – SR leukemia cells | 73,000 compounds, 8.7% hits | AID 1794780
# BT-549 – BT-549 breast cancer. 78,000 compounds, 4.4% hits. AID 1794793
# MDA-MB-468 – MDA-MB-468 breast cancer; 78,000 compounds, 8.5% hits
# MDA-MB-231 – MDA-MB-231 breast cancer | 81,000 compounds, 5% hits | AID 1794789
# MOLT-4 – MOLT-4 leukemia cells; 80,000 compounds, 6.9% hits
# An asterisk follows results filed as active; nt = not tested or not shown; & = joins results of further samples; [ ] = remark or other dose. How the source made its calls: active means growth percent below 10; inactive means the rest.
[1] N#C/C(=C\c1cn(-c2ccccc2)nc1-c1ccccc1)c1nc2ccccc2c(=O)[nH]1
[2] CC(C)=NNc1ncnc2c1ncn2C1OC(CO)C(O)C1O (centres undefined)
[3] O=C(Nc1ccccc1)Oc1ccccc1-c1ccccc1
[4] CN(C)C=C(S(C)(=O)=O)S(C)(=O)=O
[5] O=C1Nc2ccccc2/C1=N/N1C(=O)CN(c2ccccc2)C1=S

Screen / compound no.,1,2,3,4,5
MDA-MB-435,95,18,100,98,90
MCF7,94,12,95,100,76
K-562,65,15,nt,117,103
SR,20,14,nt,104,69
BT-549,97,43,76,101,97
MDA-MB-468,95,13,101,109,95
MDA-MB-231,95,19,109,111,90
MOLT-4,84,56,nt,109,105

# Four of the compounds above, with each value named.
1) N#C/C(=C\c1cn(-c2ccccc2)nc1-c1ccccc1)c1nc2ccccc2c(=O)[nH]1
  MDA-MB-435 = 95
  MCF7 = 94
  K-562 = 65
  SR = 20
  BT-549 = 97
  MDA-MB-468 = 95
  MDA-MB-231 = 95
  MOLT-4 = 84
2) CC(C)=NNc1ncnc2c1ncn2C1OC(CO)C(O)C1O (centres undefined)
  MDA-MB-435 = 18
  MCF7 = 12
  K-562 = 15
  SR = 14
  BT-549 = 43
  MDA-MB-468 = 13
  MDA-MB-231 = 19
  MOLT-4 = 56
3) O=C(Nc1ccccc1)Oc1ccccc1-c1ccccc1
  MDA-MB-435 = 100
  MCF7 = 95
  K-562 = nt
  SR = nt
  BT-549 = 76
  MDA-MB-468 = 101
  MDA-MB-231 = 109
  MOLT-4 = nt
4) CN(C)C=C(S(C)(=O)=O)S(C)(=O)=O
  MDA-MB-435 = 98
  MCF7 = 100
  K-562 = 117
  SR = 104
  BT-549 = 101
  MDA-MB-468 = 109
  MDA-MB-231 = 111
  MOLT-4 = 109

# Other compounds.
[6] O[C@@H]1CCO[C@H](c2ccc3ccccc3c2)C1
[7] Cc1ccc(Nc2ncnc3c2cnn3-c2cccc(Br)c2)cc1
[8] C/C(=N/O)c1ccc(N2C(=O)c3ccc(C)cc3C2=O)cc1
[9] CC1CCC(C(C)CS)CC1S (centres undefined)
[10] Cc1cc(C(=O)Nc2cc(Nc3ncccc3-c3ncnc4nc[nH]c34)ccc2F)cc(C(C)(C)C#N)c1

Screen / compound no.,6,7,8,9,10
MDA-MB-435,106,105,107,90,33
MCF7,103,103,96,100,62
K-562,98,110,102,113,6.3*
SR,96,126,85,nt,32
BT-549,105,100,105,84,55
MDA-MB-468,107,101,102,119,88
MDA-MB-231,104,96,103,106,17
MOLT-4,99,109,100,96,53

[11] CS/C(Nc1ccccc1)=C(/C#N)S(=O)(=O)c1ccc(C)cc1
[12] O=C1c2c(O)cccc2C(Br)c2cccc(O)c21
[13] FC(F)(F)c1ccc(/C=C/c2cc(/C=C/c3ccc(Cl)cc3Cl)nc3ccccc23)cc1
[14] COc1cc(C=O)ccc1OC(C)=O
[15] CC(=O)C12OC(C)(C)OC1CC1C3CCC4=CC(=O)CC4(C)C3CCC12C (centres undefined)

Screen / compound no.,11,12,13,14,15
MDA-MB-435,108,95,102,110,97
MCF7,106,93,86,108,95
K-562,103,97,98,98,113
SR,nt,105,83,93,99
BT-549,95,115,104,111,99
MDA-MB-468,113,95,112,102,93
MDA-MB-231,106,115,nt,117,105
MOLT-4,92,112,101,102,115

# Part of the list above, reduced to MCF7 and SR:
no. | SMILES | MCF7 | SR
11 | CS/C(Nc1ccccc1)=C(/C#N)S(=O)(=O)c1ccc(C)cc1 | 106 | nt
15 | CC(=O)C12OC(C)(C)OC1CC1C3CCC4=CC(=O)CC4(C)C3CCC12C (centres undefined) | 95 | 99
12 | O=C1c2c(O)cccc2C(Br)c2cccc(O)c21 | 93 | 105
14 | COc1cc(C=O)ccc1OC(C)=O | 108 | 93

# (listing goes on)
[16] Cc1ccc(-c2csc(NC(=O)CSc3nc(-c4ccc(Cl)cc4)c(C#N)c(=O)[nH]3)n2)cc1
[17] Brc1cc2ccccc2c2ccccc12
[18] CC(=O)NC1CCCCC1
[19] c1ccc(N2CCN(c3ccccc3)C2=C2N(c3ccccc3)CCN2c2ccccc2)cc1
[20] COc1ccc(C(=O)Nc2ccccc2OC)cc1

Screen / compound no.,16,17,18,19,20
MDA-MB-435,94,103,112,95,119
MCF7,93,94,91,101,78
K-562,97,90,115,99,49
SR,nt,97,99,103,58
BT-549,89,109,nt,99,96
MDA-MB-468,85,93,107,104,91
MDA-MB-231,94,112,100,108,102
MOLT-4,84,96,93,99,47

[21] COc1ccc(/C=N/Nc2ccccc2)cc1
[22] Cn1cc(-c2nonc2-c2c[nH]c3ccccc23)c2ccccc21
[23] O=C1C(=O)N(CN2CCN(c3cc(=O)[nH]c4ccc(F)cc34)CC2)c2ccccc21
[24] C=C(C(N)=O)c1cc(Cl)ccc1Cl
[25] CCOC(=O)C1=C(N)Oc2n[nH]c(C)c2C1c1cc(=O)oc2ccc(C)cc12 (centres undefined)

Screen / compound no.,21,22,23,24,25
MDA-MB-435,66,-45*,100,98,95
MCF7,72,14,98,86,62
K-562,21,5.2*,99,99,76
SR,42,nt,109,nt,80
BT-549,79,19,101,104,97
MDA-MB-468,72,-4.6*,105,85,91
MDA-MB-231,78,0.8*,96,105,95
MOLT-4,59,8.2*,105,92,99

[26] O=S(=O)(c1cccc2ncccc12)N1CCN(c2nccc(-c3c(-c4cccc(F)c4)nc4sccn34)n2)CC1
[27] COc1cc(-c2c(-c3ccccc3)[nH]oc(=O)c2=O)c(OC)c2c1OCO2
[28] COc1ccc2c(=O)c(C)c(C(=O)N[C@@H](Cc3ccccc3)C(=O)C(N)=O)oc2c1
[29] C/C(=N\N=C(/C)c1cccc([N+](=O)[O-])c1)c1cccc([N+](=O)[O-])c1
[30] Nc1cccc(Br)c1

Screen / compound no.,26,27,28,29,30
MDA-MB-435,86,103,101,99,100
MCF7,61,96,92,87,106
K-562,52,101,100,98,93
SR,64,nt,101,86,98
BT-549,66,97,108,47,95
MDA-MB-468,46,104,99,86,101
MDA-MB-231,72,96,93,nt,100
MOLT-4,44,108,80,102,89

[31] Cc1ccc(N=Nc2ccc(O)c(C)c2)cc1
[32] C=C(C)[C@@H]1CC[C@]2(C(=O)O)CC[C@]3(C)[C@H](CC[C@@H]4[C@@]5(C)CC[C@H](OC(=O)c6ccccc6C(=O)O)C(C)(C)[C@@H]5CC[C@]43C)[C@@H]12
[33] CCC(=O)c1ccc(O)c(OC)c1
[34] CCN(CC)C(=O)c1ccc2c(c1)OCO2
[35] Cc1cc(C(=O)N2Cc3ccccc3CC2C(N)=O)c(F)cc1F (centres undefined)

Screen / compound no.,31,32,33,34,35
MDA-MB-435,112,107,114,101,98[50 µM]
MCF7,92,85,108,95,101[50 µM]
K-562,101,nt,nt,105,102[50 µM]
SR,nt,121,108,101,102[50 µM]
BT-549,90,82,114,94,111[50 µM]
MDA-MB-468,108,95,103,101,100[50 µM]
MDA-MB-231,71,103,92,107,95[50 µM]
MOLT-4,51,97,101,118,99[50 µM]

[36] COc1nccnc1NS(=O)(=O)c1ccc(NC2=C(Cl)C(=O)c3nc(C)ccc3C2=O)cc1
[37] O=C1CCC2CN3CCc4c([nH]c5ccccc45)C3CC2C1 (centres undefined)
[38] CC(C)(C)Nc1c(-c2cccnc2)nc2ncccn12
[39] COc1ccc(/C=N/NC(=O)COc2cc(=O)n(C)c3ccccc23)cc1
[40] CN(CCN(C)c1ccc(C(=N)N)cc1)c1ccc(C(=N)N)cc1

Screen / compound no.,36,37,38,39,40
MDA-MB-435,103,106,101,106,91
MCF7,108,99,91,96,108
K-562,96,111,96,100,nt
SR,115,nt,92,nt,nt
BT-549,101,110,96,103,86
MDA-MB-468,9.7*,107,nt,106,nt
MDA-MB-231,91,107,103,94,91
MOLT-4,95,120,99,102,nt

[41] Nc1cccc2c(=S)c3ccccc3[nH]c12
[42] COc1cccc2cc(-c3cc4ccccc4[nH]3)/c(=N/C(=O)Nc3ccccc3)oc12
[43] C/C=C(/C)C(=O)OC
[44] C(=C\c1cn(-c2ccccc2)nc1-c1ccccc1)/c1nnc(-c2c[nH]c3ccccc23)o1
[45] CCOC(=O)c1cccnc1Nc1ccc(NC(=O)Nc2cccc(C(F)(F)F)c2)cc1

Screen / compound no.,41,42,43,44,45
MDA-MB-435,106,101,99,49,82
MCF7,86,94,99,34,71
K-562,91,105,95,61,61
SR,111,101,92,48,70
BT-549,102,98,91,81,104
MDA-MB-468,86,104,97,87,93
MDA-MB-231,68,66,105,9.6*,112
MOLT-4,104,105,103,69,61

[46] CC1(C)N=C(N)N=C(N)N1c1ccc(C(=O)O)cc1
[47] C#CCn1cnc2c(Nc3cccc(NC(=O)C=C)c3)ncnc21
[48] COc1c(/C(C)=N/N=c2sc(C(C)=O)nn2-c2ccccc2)c(Oc2ccccc2)c(OC)c2occc12
[49] COc1cccc(C(=O)Nc2cccc(C3CCc4c(cc(OC)c(OC)c4OC)O3)c2)c1 (centres undefined)
[50] Cc1ccc(NC(=O)c2c(Nc3ccccc3)nn3cc(-c4nc5ccccc5s4)c(N)nc23)cc1

Screen / compound no.,46,47,48,49,50
MDA-MB-435,105,83,97&103,87,103
MCF7,94,80,86&104,90,101
K-562,121,73,70&92,59,102
SR,184,68,90&101,60,91
BT-549,100,71,101&117,75,99
MDA-MB-468,nt,78,89&116,63,98
MDA-MB-231,104,80,80&106,90,110
MOLT-4,161,71,74&99,46,105

[51] CN(Cc1ccccc1)c1nc(Cl)c(C2CC(c3ccc(F)cc3)=NN2c2ccccc2)s1 (centres undefined)
[52] O=c1[nH]c(=S)[nH]c(=O)n1Cc1ccc2c(c1)OCO2
[53] COc1ccc(-c2nc(SCC(=O)c3ccccc3)[nH]c(=O)c2C#N)cc1
[54] O=C(C[n+]1ccncc1)c1ccc(I)cc1
[55] COC(=O)c1cc(N)nn1C

Screen / compound no.,51,52,53,54,55
MDA-MB-435,102,122,92,106,98
MCF7,72,92,99,93,101
K-562,81,92,98,104,89
SR,88,97,97,112,93
BT-549,116,105,100,92,100
MDA-MB-468,96,105,87,94,nt
MDA-MB-231,93,111,92,101,129
MOLT-4,92,94,94,102,89

[56] CCOC(=O)c1ccc(N/C=C/C(=O)c2ccc(OC)cc2)cc1
[57] CC(C)CCC(C)(C)O
[58] O=[N+]([O-])c1cccc(OCCOc2ccccc2)c1
[59] C#CCO[C@H]1CC(CC#C)(CC#C)C(=O)[C@@H]2[C@H]1[C@H]1C[C@@H]3[C@@]4(C)CCC[C@@](C)(C(=O)OC)[C@@H]4CC[C@@]23C=C1C(C)C
[60] CCNC(=O)OCCOC1CCC2(C)C(CCC3C2CCC2(C)C(C(C)CCCC(C)C)CCC32)C1 (centres undefined)

Screen / compound no.,56,57,58,59,60
MDA-MB-435,92,102,109,100,108
MCF7,36,96,90,96,95
K-562,93,106,104,89,109
SR,83,110,95,-4.3*,92
BT-549,102,110,nt,101,110
MDA-MB-468,91,114,99,95,nt
MDA-MB-231,106,112,108,89,118
MOLT-4,99,104,86,77,104

[61] CSc1nc2ccc(NC(=O)C3CC4(NC(=O)NC4=O)c4cc(F)ccc4O3)cc2[nH]1 (centres undefined)
[62] O=C1/C(=C\c2ccccc2)C(Br)c2ccccc21 (centres undefined)
[63] CNC(=O)c1cc(-n2ccc3cc(NS(=O)(=O)c4ccc(Cl)c(Cl)c4)ccc32)ccn1
[64] O=C1CC(c2ccc3c(c2)OCO3)c2snc(-c3ccc(F)cc3)c2N1 (centres undefined)
[65] C[C@@H]1O[C@@H](O[C@@H]2C[C@H](c3ccc4c(c3O)C(=O)C3=C(C4=O)[C@@]4(O)C(=O)C[C@](C)(O)C[C@@]4(O)C=C3)O[C@H](C)[C@H]2O)CC[C@@H]1O[C@H]1C[C@@H](O)[C@H](O)[C@@H](C)O1

Screen / compound no.,61,62,63,64,65
MDA-MB-435,102,100,101,93,106
MCF7,91,60,89,91,86
K-562,101,89,68,65,94
SR,nt,80,84,79,90
BT-549,100,94,104,94,100
MDA-MB-468,69,87,71,66,106
MDA-MB-231,98,118,87,94,105
MOLT-4,101,88,81,76,87

[66] COc1cc(-c2oc(=O)ccc2C#Cc2nccn2C)cc(OC)c1OC
[67] CC1(C)OC(=O)C2=C(Nc3c(-c4nc5ccccc5s4)c(Nc4ccccc4)nn3C2c2ccc(Cl)cc2Cl)O1 (centres undefined)
[68] O=C(N/N=C/c1ccc(B(O)O)o1)c1[nH]c2ccc(Br)cc2c1-c1ccccc1
[69] Nc1nc(Nc2ccccc2)nn1Cc1ccc(F)cc1F
[70] CCCCCCCCCCOc1cc2c(=O)c(C(=O)OCC)c[nH]c2cc1OCC
[71] CC/C(=C(\c1ccc(O)cc1)c1ccc(OCCN(C)CCN(C)C(=O)CCCCCCCCC(=O)c2c(C)[nH]c(/C=C3\N=C(c4ccc[nH]4)C=C3OC)c2C)cc1)c1ccccc1
[72] O=C1NN(C(=O)c2ccc(O)cc2)C(c2ccccc2)=N/C1=C/c1ccoc1
[73] COc1ccccc1/C=C/C1=C(C)CCC(c2ccccc2OC)C1C (centres undefined)

Screen / compound no.,66,67,68,69,70,71,72,73
MDA-MB-435,94,100,-53*,115,104&101,88,96,-3.3*
MCF7,68,68,14,102,92&101,41,91,7.9*
K-562,94,75,7.2*,109,103&93,nt,95,18
SR,60,77,nt,nt,90&107,nt,nt,-13*
BT-549,96,89,41,101,110&100,88,99,-16*
MDA-MB-468,nt,92,-3.9*,117,105&110,70,87,30
MDA-MB-231,81,94,28,105,110&66,50,100,17
MOLT-4,91,78,17,104,101&108,nt,100,4.4*
